# Source: PubChem BioAssay (several laboratories)
# TLR9-MyD88 inh – TLR9-MyD88 interaction inhibition | Q9NR96+Q99836 | CHO BLA complementation TLR9-MyD88, CCF4 FRET ratio | inhibition, % at 4.98 µM | hit rate 0.21% among 340,000 | AID 504734;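 active = inhibition above the mean over all tested compounds plus 3 SD, cut at about 21% in these data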;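 also: 0% = DMSO only wells and 100% = clavulanate BLA inhibitor control wells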
# TRAIL sens C8 – caspase-8 TRAIL sensitization; hit rate 1% among 360,000; NB7+C8 cells + TRAIL, ATPlite viability luminescence; inhibition (viability loss, TRAIL sensitization), % at 10 µM; AID 624354;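 active = compounds causing at least 50% loss of cell viability in the single-dose screen, relative to plate controls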
# NCOA3 inh – inhibits human SRC3 coactivator; HEK293 GAL4-SRC3 luciferase reporter, luminescence; inhibition, % at 3.6 µM; hit rate 0.17% among 360,000; AID 588352;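 active = inhibition above a per-campaign cutoff, the mean of all compounds plus 3 SD, cut at about 60% in these data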;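 also: 0% = DMSO-treated cells and 100% = gossypol-treated cells at 36 µM; higher means less SRC3-driven luciferase light from the GAL4 reporter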
# LRH-1 inv ag – inverse agonists of human LRH-1 (NR5A2). O00482. HEK293T StAR-luciferase reporter, LRH-1 transfected, 24 h. inhibition, % at 3.6 µM. hit rate 0.13% among 360,000. AID 602396;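 active = inhibition above the mean inhibition of all tested compounds plus 3 SD, cut at about 73% in these data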;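 also: 0% = DMSO wells and 100% = reporter-only cells lacking LRH-1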
# NCOA1 inh – human NCOA1 inhibition. HEK293 GAL4-SRC1 luciferase reporter, luminescence. inhibition, % at 3.6 µM. hit rate 0.12% among 360,000;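 active = inhibition above the campaign mean plus 3 SD, with each screening campaign given its own cutoff, cut at about 60% in these data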;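 also: 0% = DMSO treated cells and 100% = gossypol at 36 µM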
# Target sequence (Q15788 whole entry, looked up, the tested form may be a part): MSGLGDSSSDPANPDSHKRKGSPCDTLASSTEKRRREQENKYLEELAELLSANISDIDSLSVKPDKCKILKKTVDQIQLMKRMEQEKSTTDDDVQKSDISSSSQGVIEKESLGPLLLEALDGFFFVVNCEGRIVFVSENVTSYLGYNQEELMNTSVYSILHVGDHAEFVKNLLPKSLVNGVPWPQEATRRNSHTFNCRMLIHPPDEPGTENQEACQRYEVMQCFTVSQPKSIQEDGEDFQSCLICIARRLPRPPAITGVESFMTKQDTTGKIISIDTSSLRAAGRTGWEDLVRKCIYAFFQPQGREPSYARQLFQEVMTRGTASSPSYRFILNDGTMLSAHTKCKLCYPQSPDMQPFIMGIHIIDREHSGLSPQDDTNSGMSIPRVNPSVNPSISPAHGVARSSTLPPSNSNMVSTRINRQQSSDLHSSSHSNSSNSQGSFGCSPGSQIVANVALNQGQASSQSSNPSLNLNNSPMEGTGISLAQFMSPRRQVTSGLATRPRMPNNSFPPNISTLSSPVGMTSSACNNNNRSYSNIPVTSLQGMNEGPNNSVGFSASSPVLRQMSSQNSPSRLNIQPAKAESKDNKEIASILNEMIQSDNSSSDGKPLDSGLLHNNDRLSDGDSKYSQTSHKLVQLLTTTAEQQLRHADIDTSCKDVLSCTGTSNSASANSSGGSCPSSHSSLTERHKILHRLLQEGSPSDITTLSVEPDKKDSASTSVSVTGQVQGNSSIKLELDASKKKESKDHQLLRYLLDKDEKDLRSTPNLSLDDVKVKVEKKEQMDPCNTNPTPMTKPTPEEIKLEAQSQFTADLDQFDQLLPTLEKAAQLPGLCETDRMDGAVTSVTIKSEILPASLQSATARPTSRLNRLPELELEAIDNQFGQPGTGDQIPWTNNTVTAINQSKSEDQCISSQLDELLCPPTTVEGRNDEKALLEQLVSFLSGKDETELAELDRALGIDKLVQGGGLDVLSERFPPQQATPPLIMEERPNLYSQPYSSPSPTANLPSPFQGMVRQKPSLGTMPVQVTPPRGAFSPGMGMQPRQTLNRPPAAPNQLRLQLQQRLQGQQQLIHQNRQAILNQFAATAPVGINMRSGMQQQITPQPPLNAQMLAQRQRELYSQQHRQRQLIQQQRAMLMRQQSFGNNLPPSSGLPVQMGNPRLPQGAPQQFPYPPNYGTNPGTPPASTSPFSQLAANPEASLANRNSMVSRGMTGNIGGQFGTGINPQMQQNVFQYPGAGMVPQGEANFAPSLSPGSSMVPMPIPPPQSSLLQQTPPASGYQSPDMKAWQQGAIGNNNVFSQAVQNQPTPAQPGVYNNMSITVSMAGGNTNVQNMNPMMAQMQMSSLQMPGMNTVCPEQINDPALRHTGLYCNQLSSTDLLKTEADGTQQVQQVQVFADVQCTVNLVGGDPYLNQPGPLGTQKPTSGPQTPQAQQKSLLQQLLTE
# NCOA2 inhibitor – inhibits human steroid receptor coactivator 2; AID 651957; hit rate 0.17% among 370,000; inhibition, % at 9 µM; HEK293 GAL4-SRC2 luciferase reporter, luminescence; Q15596;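 active = inhibition above the mean inhibition of all tested compounds plus 3 SD, set per campaign, cut at about 52% in these data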;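 also: 0% = DMSO treated cells and 100% = cells given Gossypol at 36 µM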
# EBV LMP1 NFkB – reduces LMP1-driven NF-kappaB luciferase signal; LMP1-induced NF-kappaB luciferase reporter cells, luminescence; hit rate 0.69% among 350,000; inhibition, % at 12.5 µM; in the data active = inhibition above about 41%;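 also: 0% = neutral control wells and 100% = reference inhibitor control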
# COUP-TFII inh – blocks human COUP-TFII nuclear receptor; HEK293T NGFI-A luciferase reporter, luminescence; P24468; inhibition, % at 8.6 µM; hit rate 0.7% among 370,000;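 active = inhibition above a per-plate cutoff, mean inhibition of test wells between control levels plus 3 SD, cut at about 38% in these data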;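 also: cells cotransfected with COUP-TFII expression vector driving the NGFI-A reporter; 0% = median of COUP-TF2 test wells and 100% = reporter-only cells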
# TROY signal inh – blocks TROY-dependent signaling in reporter cells | Q293 LMP1-TROYcd NF-kB luciferase reporter, 4 h | AID 1347056 | inhibition, % at 10 µM | hit rate 0.98% among 360,000;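 active = compounds whose plate-normalised and pattern-corrected inhibition of the luciferase reporter signal at the single screening dose is 50% or more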
# NOD2-RIPK2 inh – NOD2-RIPK2 protein interaction inhibition; O43353; CHO BLA complementation NOD2-RIPK2, CCF4 ratio; inhibition, % at 4.98 µM; hit rate 0.38% among 360,000; AID 624267; in the data active = inhibition above about 21%;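 also: 0% = vehicle only and 100% = reference blocker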
# Vif inh – HIV Vif inhibition; HEK293T cells, Vif self-association by quenched fluorescence, imaging, 24 h; inhibition, % at 7.49 µM; hit rate 0.35% among 340,000; in the data active = inhibition above about 50%, passing the limit was not always enough; also: some results filed as inactive read as strong as hits
# The depositor's hits bear a star; . = not tested or not shown. A portion of the library, so the mix of outcomes need not match the whole.
mol	TLR9-MyD88 inh	TRAIL sens C8	NCOA3 inh	LRH-1 inv ag	NCOA1 inh	NCOA2 inhibitor	EBV LMP1 NFkB	COUP-TFII inh	TROY signal inh	NOD2-RIPK2 inh	Vif inh
Cn1cc(CCNC(=O)CC2C(=O)NCCN2Cc2cccc(Oc3ccccc3)c2)cn1 (stereo not drawn)	-11	1	-2	2	-9	-13	3	7	14	-4	-1
COc1ccccc1-c1nnc(SCC(=O)O)n1-c1ccccc1	-6	-6	9	-6	-11	6	-2	0	-14	-1	-22
O=[N+]([O-])c1cc(-c2n(-c3ccccn3)c3ccccc3[n+]2-c2ccccn2)ccc1Cl	6	-5	10	7	6	14	16	10	2	-11	2
CC1CCCC(NC(=O)c2ccc(F)c(S(=O)(=O)N3CCOCC3)c2)C1C (stereo not drawn)	-9	3	10	-1	-4	-5	-2	11	11	-11	-6
CCc1ccc(OCCNC(=O)c2ccco2)cc1	-2	10	-26	-24	-72	-18	-5	-7	-29	-1	0
COc1cc(/C=C/C(=O)OCC(=O)N2CCCC2)ccc1OCC#N	-4	-10	0	17	-45	-8	0	-9	-4	1	-3
Cc1ccc(NC(=O)CSc2nnc(C)c(=O)n2N)c(C)c1	-6	-3	16	13	-3	-22	-5	16	5	1	3
NC(=O)NC1CCCc2c1[nH]c1ccc(Cl)cc21 (stereo not drawn)	11	4	-7	-4	6	8	4	-3	-8	1	-3
CCCCCCN1C2=NCCN2c2ccccc21	-5	4	18	-5	7	16	12	8	11	8	37
Cn1c(=O)c2c(ncn2CC(=O)Nc2ccccc2N2CCOCC2)n(C)c1=O	0	3	6	7	5	.	-3	.	-14	-7	-9
O=C(COC(=O)c1cccs1)NC1CCCCC1	-8	-14	13	9	0	-13	-7	-1	-30	4	4
Cc1ccc(C(=O)NCCc2nnc3ccc(SCC(=O)Nc4nnc(C)s4)nn23)cc1	5	0	-10	7	-6	18	-2	6	12	-7	.
Cc1c(C(=O)NC2CCN(Cc3ccccc3)C2)oc2ccc(Br)cc12 (stereo not drawn)	0	-27	4	-14	0	-2	-5	5	0	-12	2
CCc1nc(N)nc(N)c1-c1ccc(Cl)cc1	4	81*	9	0	6	11	-3	4	-3	-8	4
Cc1nc2sccn2c(=O)c1S(=O)(=O)Nc1ccc(N2CCN(C)CC2)cc1	0	-5	6	7	6	-3	2	6	-7	4	.
COCCN1Cc2cccc(C(=O)Nc3ccccc3OC)c2C1=O	-2	-10	11	12	-6	-1	0	3	-14	-8	12
C[C@@H]1CN([C@@H](C)CO)C(=O)CCCn2cc(nn2)CO[C@H]1CN(C)C(=O)Oc1ccccc1	1	-7	-11	-9	-1	27	-2	-11	25	5	-2
Cc1c(C(=O)N2CCCC2)sc(NC(=O)c2cccs2)c1C#N	-7	-8	-6	4	-4	15	-2	22	-7	-12	-1
CSCCC(C(=O)NCc1cccs1)N1C(=O)c2ccccc2C1=O (stereo not drawn)	-5	-11	7	12	7	-18	-5	-1	-5	-7	4
CCOc1ccc(NC(=O)c2ccccn2)cc1	4	91*	23	-26	-2	47	65*	36	72*	-11	4
COc1ccc(CCNC(=O)COC(=O)c2cncc(Br)c2)cc1OC	-2	-8	-4	32	-15	-8	-3	7	-12	-23	-2
Cc1ccc2c(C(=O)CN3CCC4(CC3)OCCO4)c(C)[nH]c2c1	-8	-12	17	-21	6	-5	2	7	16	-11	5
Cc1nn(-c2ccccc2)c(C)c1NC(=O)COC(=O)c1ccc(O)cc1O	0	17	-4	10	1	-20	-7	-1	0	-7	-3
CN(CCc1ccccc1)C(=O)c1cccc(NC(=O)Cc2cccc(NC(=O)C3CCN(C(=O)C4CC4)CC3)c2)c1	-2	-13	4	-27	1	-14	-14	0	-10	7	-7
COc1ccc(CNC(=O)CN(C(=O)c2csnn2)c2cccc(F)c2)cc1	-10	-7	9	4	12	-13	-4	-22	14	-15	9
COc1ccc(-n2nnc3c(=O)n(Cc4ccccc4C)cnc32)cc1	9	16	14	5	-12	.	-2	.	9	-1	10
O=C(CSc1nnc(CN2CCOCC2)n1-c1ccc(Cl)cc1)N1CCc2ccccc21	-7	-12	-11	-4	-3	-3	2	4	-18	2	-4
Cc1ccccc1NC(=O)CC1C(=O)NCCN1C(=O)c1cccc(Cl)c1 (stereo not drawn)	-1	-16	12	8	-4	28	-5	9	4	-3	7
Cc1cccc(Cn2cc3c(=O)n(Cc4cccc(F)c4)nc-3c3ccccc32)c1	3	-2	-5	1	3	-7	-2	-17	-6	3	-5
COc1ccc(N2CCN(C(=O)CSc3nc4ccccc4c(=O)[nH]3)CC2)cc1	0	14	6	42	-7	-8	-9	-7	-2	4	-1
Cc1nc(CCN2C(=O)c3ccccc3C2=O)n[nH]1	-8	15	12	9	10	-10	10	-2	-1	1	1
CN1CCN(C(=O)c2cc3c(c(-c4cccc(C#CC(C)(C)O)c4)n2)[C@H](CCO)N(S(=O)C(C)(C)C)C3)CC1 (stereo partly drawn)	.	-13	-1	-3	13	9	.	6	7	-6	.
O=C(N/N=C/c1ccco1)c1ccc(NC(=O)C2CCCCC2)cc1	-7	-9	2	3	-3	8	3	-11	-13	7	-6
Cc1ccc(-n2c(C)nc3ccsc3c2=O)cc1	-10	11	6	13	-30	-4	3	11	3	1	4
O=c1[nH]c(N2CCCCCC2)nc2ncn(Cc3ccccc3)c12	-2	8	-10	-20	-10	8	6	-6	-1	-4	-12
Cc1nccn1CCCNC(=O)c1nc(Cn2cc([N+](=O)[O-])cn2)no1	3	14	13	-1	8	7	0	7	7	-8	-9
COC(=O)c1ccccc1S(=O)(=O)N1CCC(C(=O)OCC(=O)c2ccccc2OC)CC1	-7	10	5	20	-22	1	0	11	44	-2	4
CN(C)N1C(N)=C(C#N)C(c2ccc(Br)cc2)C2=C1CCCC2=O (stereo not drawn)	-7	0	6	-2	-4	-2	4	14	-5	-1	-18
COc1ccc(C(CNC(=O)c2ccc(NS(=O)(=O)c3ccc(F)cc3)cc2)N2CCOCC2)cc1 (stereo not drawn)	-3	3	-15	-11	-24	-3	-12	2	-5	-4	.
O=S(=O)(Cc1ccccc1)Nc1ccc(F)cc1	0	-5	5	16	-7	1	1	-9	-5	0	-8
Cc1cc(OCC(=O)Nc2ccc(CN3CCOCC3)cc2)c2c(C)cc(=O)oc2c1	-4	0	-5	18	-9	-6	7	-13	7	-2	-2
Cc1ccc(OCC(=O)NCCN2CCOCC2)cc1C	4	-7	2	13	1	-24	3	8	-8	2	4
O=C1NC(=S)SC1=Cc1ccccc1C(=O)O	.	-9	9	12	-3	-3	.	5	-7	-2	.
C/C(=N\NC(=O)c1nnn(-c2nonc2N)c1C)c1ccc(-c2ccccc2)cc1	9	16	-12	-1	12	-5	-18	6	-13	-14	6
COc1ccc(C2C(C(=O)NCCN3CCOCC3)c3ccccc3C(=O)N2C)cc1OC (stereo not drawn)	1	7	-7	6	-2	18	7	-4	1	-10	-3
CCC(Cc1ccccc1)NC(=O)C1CCCCC1 (stereo not drawn)	-1	-24	19	17	5	-82	2	-10	2	0	-3
Nc1ccccc1-c1ccc([N+](=O)[O-])cc1	-6	13	34	15	-15	-27	-39	22	-7	1	-13
COc1ccc(C(=O)NNC(=O)c2ccc(C)cc2)cc1S(=O)(=O)N1CCCC1	1	4	12	3	1	8	-5	-11	-12	-5	-4
Cc1cccnc1NC(=O)CCCc1c[nH]c2ccccc12	-2	4	2	17	-7	10	-5	-18	22	-16	-4
COc1ccc(NC(=O)COc2coc(CN3c4ccccc4CC3C)cc2=O)cc1 (stereo not drawn)	3	-34	-2	9	6	6	-6	10	18	3	-3
C/C(=N\NC(=O)c1cc(C)[nH]n1)c1cccs1	-11	18	-59	-39	-89	-27	4	-29	-39	-5	25
Cn1cc(SCC(=O)NCc2ccc(F)cc2)c2ccccc21	-3	-2	-31	8	12	-16	-14	-14	0	-11	-4
COc1ccc(/C=C2\OC(=O)c3c(OC)cccc32)cc1OC	2	13	-55	-112	-94	-41	-16	-148	-73	1	-37
CCCNC(=O)C[C@H]1CC[C@@H]2[C@H](COC[C@@H](O)CN2C(=O)c2ccccn2)O1	.	-3	.	24	.	-16	.	11	.	1	.
S=C(NCc1ccncc1)Nc1ccc(Cl)c(Cl)c1	-7	13	18	31	13	7	3	11	4	-7	0
Cc1nn(C)c(C)c1S(=O)(=O)N(CC(=O)Nc1nccs1)c1ccc(C(C)C)cc1	-2	-5	12	-7	6	15	-20	11	7	-4	-3
O=C(CSc1nc(O)cc(=O)n1-c1ccccc1)NCc1ccccc1	21*	-16	18	18	-10	-8	-2	-2	-4	11	-7
CCN(C(=O)COC(=O)COc1ccccc1Cl)c1c(N)n(Cc2ccccc2)c(=O)[nH]c1=O	-7	0	18	2	-15	-5	1	8	-3	0	47
COCC(C)NC(=O)C1CC(c2cccc(Br)c2)=NO1 (stereo not drawn)	-7	-4	-23	-9	-1	9	-22	20	-6	-13	-5
CC(=O)Nc1ccc(NC(=O)COC(=O)c2cc(S(=O)(=O)N(C)C)ccc2N2CCCC2)cc1	-6	0	-19	22	5	-12	1	3	-10	-8	-15

# (listing goes on)
mol	TLR9-MyD88 inh	TRAIL sens C8	NCOA3 inh	LRH-1 inv ag	NCOA1 inh	NCOA2 inhibitor	EBV LMP1 NFkB	COUP-TFII inh	TROY signal inh	NOD2-RIPK2 inh	Vif inh
COc1ccc(C(=O)N2CCCC(CCC(=O)NCc3ccccc3F)C2)c(OC)n1 (stereo not drawn)	-11	-6	-6	3	-9	-23	-5	8	-13	-14	-6
Cc1ccnc(NS(=O)(=O)c2ccc(NC(=O)c3ccc(Cl)cc3[N+](=O)[O-])cc2)n1	1	-6	-15	-6	13	15	0	-8	2	-11	0
CCOc1ccccc1-n1c(CNc2ccc(F)cc2)nnc1SCC(=O)NCc1ccco1	-6	2	-23	3	-6	-7	1	-22	2	-6	12
CC1(C)CC(=O)C2=C(C1)Nc1ccccc1NC2c1cccc(F)c1 (stereo not drawn)	6	-34	-14	8	5	-9	-5	3	-25	-1	-4
Cc1c(NS(=O)(=O)c2cc(C(=O)NCc3cccc(Cl)c3)ccc2Cl)c(=O)n(-c2ccccc2)n1C	7	-11	-5	-7	-10	13	-4	2	4	6	4
COc1ccc(N2CCN(C(CNC(=O)C(=O)NCC(OC)OC)c3ccco3)CC2)cc1 (stereo not drawn)	-2	-6	-8	-21	3	-3	-3	12	6	4	2
O=C(NCc1nnnn1-c1ccccc1)c1ccc2ccccc2c1	-9	2	1	-12	-5	7	-6	10	11	0	1
Cc1cc(C(=O)Nc2cccc3ccccc23)oc1C	0	7	-17	5	-11	-29	0	-4	6	10	6
COc1cc2c(cc1OC)C(c1ccccc1Cl)N(C)CC2 (stereo not drawn)	-3	7	-1	5	-11	-4	2	17	-10	-2	-2
